LDHA block – LDHA (human) enzyme inhibition; P00338; purified LDHA, NADH/diaphorase-resazurin fluorescence; stronger effect = lower value; activity change, % (values are at about 110 or 230 µM); 0.15% of 480,000 active; in the data active = activity change below about -30%; inconclusive = mostly about -25% to -30%;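 note: plate controls were DMSO wells for no effect and wells without enzyme for full effect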
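LDH5 2 nM; NADH 0.06 mM, pyruvate 0.2 mM; 200 mM Tris pH 7.4, EDTA, Tween-20; 5 min RT. Detection: diaphorase 0.133 mg/mL + resazurin 37 µM, fluorescence ex540/em590 at 0 and 20 min; normalized to enzyme-free and DMSO wells.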
GRP78 ERSR act – ER stress response induction in glioma; U87-MG GRP78 promoter luciferase reporter, 16 h; Potency, µM, for inactives: at the highest dose activation, actives largely listed as activators; 0.02% of 420,000 active; note: potency is the fitted concentration of half-maximal effect; series mostly up to about 76 µM; % of control where 0% means no effect; nearly all actives have a fitted effect of over 35% in size
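ERSR induction read as luciferase luminescence (Bright-Glo, 10 min at room temperature) in stably transfected human U87-MG glioma cells exposed to compounds for 16 h, using GRP78 as sensor.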
D2 antag – antagonizes the human D2 dopamine receptor; P14416; inhibition, % at 10 µM; 2% of 340,000 active; AID 485344; HEK293 TREx D2 cells, calcium flux, dopamine EC80; in the data active = inhibition above about 30%; note: 0% is about no effect
Target sequence (P14416 whole entry, looked up): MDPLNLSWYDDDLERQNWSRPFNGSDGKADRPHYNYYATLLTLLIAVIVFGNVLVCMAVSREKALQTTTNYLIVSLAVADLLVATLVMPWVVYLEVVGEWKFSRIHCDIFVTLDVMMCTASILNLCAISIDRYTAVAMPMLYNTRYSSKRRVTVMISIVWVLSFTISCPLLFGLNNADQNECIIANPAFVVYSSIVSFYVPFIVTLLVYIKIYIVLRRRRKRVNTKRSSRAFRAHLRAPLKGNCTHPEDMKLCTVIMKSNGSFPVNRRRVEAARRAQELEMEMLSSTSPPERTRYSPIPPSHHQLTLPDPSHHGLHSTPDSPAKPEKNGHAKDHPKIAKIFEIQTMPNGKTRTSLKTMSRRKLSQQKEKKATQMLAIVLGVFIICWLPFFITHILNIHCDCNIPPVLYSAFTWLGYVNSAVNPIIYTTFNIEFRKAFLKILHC
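Read-out: kinetic calcium fluorescence (1 cycle/s) in inducible HEK293 T-REx D2 cells after an EC80 dopamine addition that followed 180 s compound preincubation. Loss of the dopamine response indicates antagonism.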
Vif-APOBEC3G blk – inhibitors of Vif-APOBEC3G interaction. 0.076% of 410,000 active. AID 602310. Potency, µM (doses to about 46.1 µM), for the others: top-dose activity, negative = active, hits mostly inhibitors. Q9HC16. HeLa A3G-eYFP + Vif (tagged APOBEC3G with the HIV-1 protein that degrades it), YFP fluorescence, overnight;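 note: potency is the fitted concentration of half-maximal effect; % is set by controls: 0 for no effect and ±100 for the full control effect; nearly all actives have a fitted effect of over 60% in size; hits raise eYFP signal because A3G escapes Vif-driven loss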
Target sequence (Q9HC16 whole entry, looked up): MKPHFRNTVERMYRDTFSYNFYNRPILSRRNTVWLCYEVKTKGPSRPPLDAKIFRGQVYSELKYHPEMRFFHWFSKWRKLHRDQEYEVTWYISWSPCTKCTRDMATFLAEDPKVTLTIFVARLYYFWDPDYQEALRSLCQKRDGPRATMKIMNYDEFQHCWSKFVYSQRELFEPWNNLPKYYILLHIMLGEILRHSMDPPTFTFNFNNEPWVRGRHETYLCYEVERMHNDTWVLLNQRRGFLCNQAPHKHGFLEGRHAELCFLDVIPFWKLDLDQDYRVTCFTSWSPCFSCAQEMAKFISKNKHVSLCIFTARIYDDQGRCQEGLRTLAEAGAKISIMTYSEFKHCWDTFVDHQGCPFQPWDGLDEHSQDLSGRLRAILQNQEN
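HeLa cells stably expressing Vif and C-terminally eYFP-tagged A3G, seeded overnight at 37 deg C, then exposed to compound by pintool overnight at 37 deg C. Rise in yellow fluorescence (Ex 488/Em 500-530, Acumen) marks blocked Vif-driven A3G degradation.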
Vif-APOBEC3F blk – inhibitors of Vif-A3F interaction. 0.2% of 390,000 active. AID 602313. HeLa A3F-eYFP + Vif (tagged APOBEC3F with the HIV-1 protein that degrades it), YFP fluorescence increase. Potency, µM (doses to about 46.1 µM), inactives show top-dose activity, negative = active; note: potency is the fitted concentration of half-maximal effect; % of control where 0% means no effect; nearly all actives have a fitted effect of over 65% in size
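Fluorescence increase (Ex 488/Em 500-530) after overnight compound treatment at 37 deg C flags inhibition of Vif-driven A3F-eYFP loss in stable HeLa A3F-eYFP/Vif cells seeded overnight beforehand.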
D2 ag – agonists of human D2 dopamine receptor; P14416; HEK293 T-REx D2 cells, calcium flux agonist mode; activation, % at 2 µM; 0.53% of 340,000 active;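 active = activation over 3 SD above normal in the single-dose calcium agonist read, cut at about 30% in these data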; note: 0% is about no effect
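Agonism is scored from calcium flux in a force-coupled, inducible HEK293 cell line expressing D2, read kinetically for 180 s after compound addition against dopamine controls.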
ERG-DNA inh – blocks human ERG Ets domain binding to DNA; P11308; fluorescence polarization, His-ERG Ets domain / labelled DNA; Potency, µM (highest dose often 76.9 µM), for the others: top-dose FP activity, negative = inhibition, most hits filed as inhibitors; 0.028% of 370,000 active; AID 624246; active = well fitted inhibition curve with a large enough effect in the polarisation, with a control signal flat; inconclusive = small, poorly fitted or top-dose-only effect, or effect the other way, or a change in a side signal; inactive = no such curve, though single readings can be large or run the other way; the % refers to the polarisation;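 note: polarization taken with two DNA probes labelled with fluorescein and Texas red; potency is the fitted concentration of half-maximal effect; % of control where 0% means no effect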
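His-tagged ERG Ets domain (1 uM in the protein solution; 300mM KCl, 50mM Tris-HCl, 1mM EDTA, 1mM DTT, pH 7.5) received compound, then a probe mix of 5 nM fluorescein-DNA and 100nM Texas-615-DNA. Fluorescence polarization was read for both dyes.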
RGS4 inh – blocks human RGS4-accelerated GTP hydrolysis; P49798; Transcreener GDP fluorescence polarization, RGS4-accelerated GTP hydrolysis; Potency, µM (highest dose often 114 µM), without a hit: at the top dose activity change, negative = inhibition, hits mostly inhibitors; 0.039% of 390,000 active; AID 504845; note: potency is the fitted concentration of half-maximal effect; % is set by controls: 0 for no effect and ±100 for the full control effect; nearly all actives have a fitted effect of over 75% in size; some results filed as inactive show a strong effect at the top dose
Target sequence (P49798 whole entry, looked up): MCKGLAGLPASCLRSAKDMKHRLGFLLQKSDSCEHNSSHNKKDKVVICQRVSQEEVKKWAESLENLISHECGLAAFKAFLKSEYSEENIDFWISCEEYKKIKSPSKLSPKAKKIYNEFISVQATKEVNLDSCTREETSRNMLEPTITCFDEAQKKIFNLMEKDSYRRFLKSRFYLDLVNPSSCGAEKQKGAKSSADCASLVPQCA
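MLSMR compounds (23 nl, pin-transferred) preincubated 10 min at room temperature with a 500nM (2x) first reagent, then RGS4 at 900nM (2x) plus Transcreener GDP mix added; fluorescence polarization (620/688 nm) read before and after 90 min at 30 °C.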
12-LOX inh – blocks human arachidonate 12S-lipoxygenase | purified 12hLO, xylenol orange hydroperoxide absorbance | Potency, µM (top dose mostly 108 µM), for inactives: top-dose activity change, negative = inhibition, usual class: inhibitors | 1.1% of 580,000 active | AID 1671190; note: potency is the fitted concentration of half-maximal effect; % is set by controls: 0 for no effect and ±100 for the full control effect
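Hydroperoxide product was detected by ferrous iron/xylenol orange as the 573 to 405 nm absorbance ratio. Arachidonic acid at 40 uM (final) was turned over for 30 min at room temperature by 150 nM human 12hLO, pH 7.0 Hepes buffer, after 15 min compound preincubation.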
The depositor's hits bear a star; ? = inconclusive; · = not tested or not shown; & = joins results of further samples; [ ] = another dose, or the depositor's remark. Unless noted, calls come from the whole dose curve; as a rule, active = well fitted curve in the direction sought with a large enough effect; inconclusive = small, poorly fitted or top-dose-only effect, or another doubt; inactive = no such curve, though single readings can be large; an effect the other way counts as inactive or inconclusive. This is a subset, so the mix of outcomes need not match the whole.

molecule	LDHA block	GRP78 ERSR act	D2 antag	Vif-APOBEC3G blk	Vif-APOBEC3F blk	D2 ag	ERG-DNA inh	RGS4 inh	12-LOX inh
CCC1=NC(c2ccc(Br)cc2)N(O)C1(C)C (configuration not stated)	-2.1	-3.4%	-2.5	0.8%	6.6%	3.0	4.4%	-2.8%	-0.9%
CC(C)(C)OC(=O)C[C@@H]1C/C=C\C[C@H](CC(=O)N(CCO)Cc2ccccc2)C(=O)N2CCC[C@@H]2COC1=O	-6.0	-3.1%	·	-1.1%	-5.1%	·	3.2%	7.0%	-4.2%
COc1ccc(CNC(=O)C(=O)NCC(c2cccnc2)N2CCN(c3ccccc3F)CC2)cc1 (configuration not stated)	0.3	-4.6%	·	5.0%	2.5%	2.2	-6.8%	-41.5%	-4.0%
CCS(=O)(=O)N1CCN(CC2CC3C=CC2C3)CC1 (configuration not stated)	-19.0	-3.3%	25.0	1.1%	-16.8%	-0.1	-2.5%	19.7%	?
Cc1c(N(C)C)nc2ccccc2c1N	-17.4	-4.0%	-0.8	0.5%	5.0%	-0.4	5.4%	?	?
CCOc1ccc(-c2n[nH]c3c2C(c2ccccc2OC)N(c2ccc(Br)cc2)C3=O)cc1 (configuration not stated)	-10.8	-0.9%	·	2.1%	-10.3%	0.6	0.1%	23.6%	?
COc1cc(NC(=O)CSc2nnc3c(n2)[nH]c2ccc(S(=O)(=O)NC(C)C)cc23)cc(OC)c1OC	-0.1	-3.1%	20.2	-1.0%	-8.0%	2.0	-3.1%	-17.2%	-8.5%
CCOC(=O)c1[nH]c2ccc(OC)cc2c1NC(=O)/C=C/c1ccc2c(c1)OCO2	0.9	-1.8%	-39.0	-7.3%	1.1%	0.1	17.1%	8.0%	-21.2%
CCc1nonc1NC(=O)c1oc2ccc(Br)cc2c1C	-6.3&-13.1	5.6%	-3.4	7.9%	14.9%	-1.3&0.4	-9.0%&1.0%	18.6%&-5.2%	0.0%&0.7%
Cc1ccc(CNC(=O)COc2cc(O)c3c(c2)OC(C)(C)CC3=O)cc1	-0.4	0.0%	-6.8	-6.0%	0.1%	-1.8	-4.7%	3.8%	-5.6%
COc1ccc(-c2cc(=O)c3cc(OC)ccc3[nH]2)cc1	0.4	-7.3%	0.4	-5.0%	-1.2%	0.0	-3.0%	5.8%	·
Cn1c2ccc(F)cc2c2ncn(Cc3ccccn3)c(=O)c21	-6.6	-2.2%	9.0	-4.6%	-6.5%	5.5	15.2%	-12.9%	?
Cc1cc(F)ccc1S(=O)(=O)Nc1ccc2oc3c(c2c1)CC(C)CC3 (configuration not stated)	-4.1	-11.6%	·	-6.7%	9.6%	-0.3	0.2%	8.1%	-10.2%
COc1ccccc1/C=C/C(=O)N1CCN(S(=O)(=O)c2cccs2)CC1	-2.3	-0.7%	·	-7.4%	6.1%	·	-1.5%	1.4%	-3.0%
O=C(COC(=O)c1sc2ccccc2c1Cl)NC1CCCCC1	-5.1	-4.5%	6.9	1.2%	3.0%	-0.7	14.4%	-14.4%	-4.8%
CCCCN(CCCC)C(=O)CSc1nnc(-c2cc(OC)c(OC)c(OC)c2)o1	-7.7	-1.0%	7.1	1.1%	-10.6%	0.1	-0.8%	12.8%	6.6%
O=c1[nH]c(SCCc2ccccc2)nc2c1CCC2	-12.4	2.1%	·	-3.8%	·	·	·	·	-4.6%
CC(=O)c1cc(CN2CCN(Cc3ccc(C)cc3)C(CCO)C2)cs1 (configuration not stated)	-5.3	-3.0%	-5.6	-0.3%	1.4%	0.6	15.4%	8.9%	-5.5%
CCOC(=O)N1CCC(N2C(=O)c3ccccc3C2Nc2cc(Cl)c(OC)cc2OC)CC1 (configuration not stated)	4.6	-4.5%	4.3	-8.1%	-6.6%	-2.9	-5.0%	5.3%	31.6%
CCN(C[C@H]1N[C@@](C)(C(=O)OC)[C@H]2C(=O)N(C)C(=O)[C@@H]12)C(=O)Nc1ccc(Cl)cc1	1.7	-0.3%	·	2.0%	2.8%	·	2.8%	27.1%	?
CCCCCCc1nnc(NC(=O)c2ccco2)s1	-3.4	0.9%	-16.7	1.4%	3.1%	-1.1	10.7%	-20.9%	26.9%
CCOC(=O)c1cnc2ccc(OCC)cc2c1NCCCN1CCOCC1	2.8	-2.2%	-18.1	3.0%	1.3%	0.1	8.7%	1.1%	5.3%
O=C(COC(=O)C1COc2ccccc2O1)Nc1cccc(Cl)c1 (configuration not stated)	-2.4	-1.0%	1.2	-3.3%	1.3%	-0.5	-7.9%	11.7%	-29.3%
COC(=O)C1=C(C)NC2=C(C1c1ccc(O)cc1)S(=O)(=O)c1ccccc12 (configuration not stated)	-2.1	0.1%	-3.8	-6.6%	0.4%	0.2	7.7%	-6.9%	-2.3%
CCN(C(=O)CSc1nnc(-c2c[nH]c3ccccc23)o1)C1CCS(=O)(=O)C1 (configuration not stated)	0.2	-0.7%	-4.7	0.4%	8.8%	0.8	4.9%	-18.7%[56.9 µM]	-2.9%
COc1ccc2c(c1)C(=O)N1[C@H]3c4cc(Cl)ccc4OC[C@@H]3[C@H](c3ccccc3)[C@]1(C)C(=O)N2	-9.8	-5.1%	·	?	2.2%	·	-11.0%	4.2%	-2.6%
CCc1nc2ccc(C(=O)Nc3ccc(C(N)=O)cc3)cn2c1N(CCC(C)C)CCN(C)C	-6.3	4.0%	·	-2.1%	·	·	·	·	2.8%
O=C(CCc1ccccc1)NCCCN1CCOCC1	-3.6	5.0%	-0.8	2.2%	·	0.7	-4.8%	-11.6%	?
COC(=O)c1ccccc1NC(=O)/C=C/C(=O)O	-1.9	-4.5%	1.9	-0.1%	-13.0%	-1.8	2.7%	-16.6%	-25.8%
COc1ccc(NC(=O)/C=C/c2ccco2)cn1	-5.5	1.4%	3.3	-7.6%	?	2.1	1.0%	-27.3%	-9.3%
Cc1ccccc1CN(C)CC(=O)Nc1ccccc1Oc1ccccc1	-22.2	-3.2%	42.8*	0.5%	-5.2%	2.8	3.6%	19.6%	?
Cc1cc(NC(=O)CSc2nc3[nH]c(=O)cc(O)c3s2)ccc1Br	-0.5	0.3%	·	-3.4%	4.1%	·	9.6%	-16.4%	?
CC(C)c1ccc(NCCC(=O)c2cccs2)cc1	3.0	11.4%	0.9	-3.1%	-6.4%	-0.2	-1.1%	11.3%	17.5%
CCOC(=O)CNC(=O)c1ccc(C)cc1	-9.2	4.5%	-13.1	-0.4%	-8.7%	1.5	12.2%	-40.9%	0.0%
O=C(Cc1ccccc1F)Nc1ccccc1N1CCCC1	-0.1	5.3%	1.9	0.1%	2.7%	2.0	-5.3%	-0.5%	0.0%
Cc1ccc(-n2nc(C)c3c(C(=O)Nc4ccc(Br)c(C)c4)cc(C)nc32)cc1	-4.7	-2.4%	·	0.2%	0.9%	1.1	4.6%	3.4%	-13.1%
CCOc1ccccc1C1CC(c2cccs2)=NN1S(C)(=O)=O (configuration not stated)	-2.8	-1.6%	-8.4	-27.3%	31.6µM*	0.2	1.2%	-8.9%	6.6%
O=C(CCCN1C(=O)/C(=C\c2ccccc2)SC1=S)Nc1cccc(C(=O)O)c1	-1.0	4.7%	-19.2	4.6%	4.9%	0.5	19.2%	-15.5%	-24.4%
CCCSc1cc(N)cc([N+](=O)[O-])c1	-10.2	-1.8%	14.1	1.0%	5.0%	-0.1	-1.9%	-2.4%	-12.3%
NC(=O)c1ccc(SCC(=O)OCC(=O)N2CCCCC2)c([N+](=O)[O-])c1	-1.0	-4.2%	0.4	-3.2%	-3.1%	-0.3	-4.6%	19.3%	-16.9%
Cc1cc(NC(=O)CCC(=O)N(CCC(C)C)C(C(=O)NCC2CCCO2)c2ccccc2C)no1 (configuration not stated)	-4.5	-1.9%	-0.7	-2.1%	14.4%	1.1	-19.8%	-19.7%	0.0%
O=C(NC1CCS(=O)(=O)C1)c1cc2c(=O)n3ccccc3nc2n1Cc1ccccc1 (configuration not stated)	-4.2	-1.9%	·	-1.2%	-3.4%	·	·	·	-3.4%
CCOc1ccc(C(=O)Nc2cccc(NC(=O)c3cccs3)c2)cc1[N+](=O)[O-]	0.3	-1.3%	-1.1	1.6%	-7.8%	-1.0	1.7%	-4.9%	-0.4%
CSc1nc2ccsc2c(=O)n1-c1ccccn1	-2.7	-2.9%	-3.7	-10.4%	1.6%	0.3	-1.0%	3.3%	?
O=C(CC1C(=O)NCCN1Cc1c(F)cccc1Cl)NCCCN1CCCC1=O (configuration not stated)	-13.4	-1.0%	-9.6	2.1%	1.2%	0.2	3.4%	-10.9%	35.1%[activator]
COc1cc(-c2nc3nc[nH]n3c2Nc2ccc(C(C)C)cc2)ccc1O	10.3	3.2%	·	-16.4%	-8.2%	1.0	-2.1%	-6.8%	57.0%[activator]
O=C(NC1(C(F)(F)F)NC(=O)N(CCc2ccccc2)C1=O)c1ccccc1Cl (configuration not stated)	0.3	-3.8%	·	0.3%	8.4%	-0.6	2.4%	9.4%	-14.3%
